POLH inh: blocks human DNA polymerase eta activity; Q9Y253; recombinant Pol eta, fluorescent DNA replication assay; Potency, µM (top dose mostly 114 µM), for the others: top-dose activity change, negative = inhibition, usual class: inhibitors; 390,000 compounds, 1.2% hits; AID 588591; note: potency is the fitted concentration of half-maximal effect; % is set by controls: 0 for no effect and ±100 for the full control effect
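Fluorescent replication assay: 50 nM final substrate added after a 15 min room-temperature compound preincubation with 10 nM enzyme. Signal taken at 0 min and again at 10 min.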
Pin1 inh: human Pin1 inhibition; Pin1 FP peptide displacement, HiFluor488, 10 min; Potency, µM (titrated, usually from 115 µM), inactives show at the highest dose activity, negative = inhibition, hits mostly inhibitors; 390,000 compounds, 0.009% hits; AID 504891; active = well fitted inhibition curve with a large enough effect in the polarisation, with a control signal flat, not every such curve was filed as active; inconclusive = small, poorly fitted or top-dose-only effect, or effect the other way, or a change in a side signal; inactive = no such curve, though single readings can be large or run the other way; the % refers to the polarisation; note: potency is the fitted concentration of half-maximal effect; % is set by controls: 0 for no effect and ±100 for the full control effect
Target sequence (Q13526 whole entry, looked up): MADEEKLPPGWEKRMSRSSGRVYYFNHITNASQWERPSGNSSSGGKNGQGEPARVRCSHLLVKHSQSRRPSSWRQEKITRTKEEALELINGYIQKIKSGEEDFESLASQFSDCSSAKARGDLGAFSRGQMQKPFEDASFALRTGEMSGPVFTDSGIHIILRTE
BAZ2B block: inhibitors of human BAZ2B bromodomain; Q9UIF8; AlphaScreen BAZ2B-H3K14Ac peptide displacement; Potency, µM (titrated, usually from 114 µM), inactives show at the top dose activity change, negative = inhibition, hits mostly inhibitors; 360,000 compounds, 4.4% hits; note: potency is the fitted concentration of half-maximal effect; % is set by controls: 0 for no effect and ±100 for the full control effect; nearly all actives have a fitted effect of over 60% in size
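Complex of BAZ2B and biotin-H3K14Ac (50 nM apiece) forms over 30 min at RT, then faces library compounds up to 110 uM for another 30 min; AlphaScreen beads added, 20 min dark incubation, luminescence read.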
G9a block: G9a (human) methyltransferase inhibition. Q96KQ7. G9a H3K9 monomethylation, AlphaScreen, 2 h. Potency, µM (doses to about 102 µM), for inactives: top-dose activity, negative = inhibition, actives largely listed as inhibitors. 350,000 compounds, 8.8% hits. AID 504332; note: potency is the fitted concentration of half-maximal effect; % is set by controls: 0 for no effect and ±100 for the full control effect; nearly all actives have a fitted effect of over 75% in size
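Quantitative HTS format: methyltransferase activity on a biotin-tagged H3K9 peptide is measured by AlphaScreen, using a rabbit anti-monomethyl-H3K9 antibody with streptavidin donor and anti-IgG acceptor beads. Final levels are 20 nM enzyme, 500 nM peptide, 20 uM SAM; 2 h RT.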
HP1b binding inh: blocks HP1-beta chromodomain binding to methylated histone tails; P83916; AlphaScreen HP1-beta / biotin-H3K9me3 peptide binding; Potency, µM (doses to about 114 µM), without a hit: at the highest dose activity change, negative = inhibition, most hits filed as inhibitors; 390,000 compounds, 0.56% hits; note: potency is the fitted concentration of half-maximal effect; nearly all actives have a fitted effect of over 70% in size; inactives centre near 23
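Compound inhibition of the preformed complex between 50 nM HP1-beta and 50 nM biotinylated H3K9me3 peptide was read by AlphaScreen. Buffer was PBS pH 7.4 with 0.01% Tween-20. Incubations ran 30 min at room temperature, with 10 ug/mL donor/acceptor beads.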
GLS inhibitor: inhibitors of human glutaminase (GLS); 410,000 compounds, 0.21% hits; GLS enzymatic activity, qHTS titration; Potency, µM (series often up to 45.5 µM), without a hit: top-dose activity change, negative = inhibition, hits mostly inhibitors; O94925; note: potency is the fitted concentration of half-maximal effect; % is set by controls: 0 for no effect and ±100 for the full control effect
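Assay buffer: 45 mM KH2PO4 pH 8.2, 0.02% Tween-20. hKGA acts on L-glutamine (1 mM solution added); product glutamate is reported by an oxidase/peroxidase Amplex Red coupling, with fluorescence taken at baseline and 30 min.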
PGK inhibitor: blocks T. brucei phosphoglycerate kinase | PGK/GAPDH coupled, Kinase-Glo luminescence, 60 min | Potency, µM (series often up to 57.5 µM), without a hit: at the top dose activity change, negative = inhibition, hits mostly inhibitors | 380,000 compounds, 0.043% hits | AID 602233; note: potency is the fitted concentration of half-maximal effect; % is set by controls: 0 for no effect and ±100 for the full control effect; nearly all actives have a fitted effect of over 60% in size
Target sequence (P07378 whole entry, looked up): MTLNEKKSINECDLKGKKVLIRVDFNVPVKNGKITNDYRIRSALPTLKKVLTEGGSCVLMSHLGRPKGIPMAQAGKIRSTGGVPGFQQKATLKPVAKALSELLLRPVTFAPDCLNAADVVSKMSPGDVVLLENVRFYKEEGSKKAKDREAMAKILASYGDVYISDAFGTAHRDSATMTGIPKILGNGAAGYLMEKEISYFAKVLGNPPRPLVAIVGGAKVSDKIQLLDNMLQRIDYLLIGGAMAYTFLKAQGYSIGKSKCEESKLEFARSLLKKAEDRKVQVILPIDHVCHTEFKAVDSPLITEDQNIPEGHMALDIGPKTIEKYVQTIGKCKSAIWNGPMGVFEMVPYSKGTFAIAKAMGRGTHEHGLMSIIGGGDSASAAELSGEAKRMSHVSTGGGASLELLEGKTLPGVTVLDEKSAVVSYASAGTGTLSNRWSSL
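Luminescent ATP detection (Kinase-Glo Plus) follows a 60-minute room-temperature incubation, with wells lacking PGK as controls. Buffer: 100 mM TEA (pH 7.6), 5 mM MgCl2, 0.01% Tween-20. Coupling enzyme GAPDH (100 nM final) supplies unstable 1,3-BPG in-well.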
JMJD2A Tudor inh: blocks the human JMJD2A Tudor domain; O75164; Potency, µM (top dose mostly 114 µM), inactives show at the top dose activity change, negative = inhibition, most hits filed as inhibitors; AID 504339; AlphaScreen JMJD2A-Tudor / H3K4me3 peptide binding; 390,000 compounds, 4.4% hits; note: potency is the fitted concentration of half-maximal effect; % is set by controls: 0 for no effect and ±100 for the full control effect; nearly all actives have a fitted effect of over 50% in size
PI4K2A block: inhibitors of human PI4K2A; Q9BTU6; 420,000 compounds, 0.13% hits; purified PI4K2A, ADP-Glo luminescence, 1 h; active compounds read low; activity change, negative = inhibition, % at 76.9 µM; in the data active = activity change below about -50%; inconclusive = mostly about -30% to -49%;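 note: -100% = wells without enzyme as full effect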
Target sequence (Q9BTU6 whole entry, looked up): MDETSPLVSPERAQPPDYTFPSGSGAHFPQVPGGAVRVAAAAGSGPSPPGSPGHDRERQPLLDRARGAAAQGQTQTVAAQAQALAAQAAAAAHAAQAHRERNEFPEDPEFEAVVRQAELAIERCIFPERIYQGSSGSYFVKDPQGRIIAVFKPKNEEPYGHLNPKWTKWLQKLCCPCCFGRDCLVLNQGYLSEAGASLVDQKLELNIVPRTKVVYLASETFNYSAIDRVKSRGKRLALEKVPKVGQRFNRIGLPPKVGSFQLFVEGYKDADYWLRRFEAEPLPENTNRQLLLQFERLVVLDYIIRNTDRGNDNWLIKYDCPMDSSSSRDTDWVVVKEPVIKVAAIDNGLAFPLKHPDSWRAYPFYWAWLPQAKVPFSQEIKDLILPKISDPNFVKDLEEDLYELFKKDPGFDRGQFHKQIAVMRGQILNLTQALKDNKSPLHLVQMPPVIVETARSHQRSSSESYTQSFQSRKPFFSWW
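PI4K2A activity was measured by ADP-Glo luminescence: enzyme (4 ug/mL stock) and phosphatidylinositol (1.2 mM stock) in Tris pH 7.5/MgCl2/EGTA/Triton X-100 buffer were reacted with ATP (300 microM stock) for one hour at ambient temperature.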
Starred values were filed as active, the others as inactive; i = inactive; ? = inconclusive; · = not tested or not shown; & = joins results of further samples; [ ] = remark or other dose. Unless noted, calls come from the whole dose curve; as a rule, active = well fitted curve in the direction sought with a large enough effect; inconclusive = small, poorly fitted or top-dose-only effect, or another doubt; inactive = no such curve, though single readings can be large; an effect the other way counts as inactive or inconclusive.

cpd | POLH inh | Pin1 inh | BAZ2B block | G9a block | HP1b binding inh | GLS inhibitor | PGK inhibitor | JMJD2A Tudor inh | SMILES | PI4K2A block
1 | -20% | 0% | 4% | -7%[2.33 µM] | 33% | 15% | 3% | -19% | Nc1c(Cl)cc(-c2cn(CCC(=O)O)c(-c3ccncc3)n2)cc1Cl | -1
2 | -6% | 19% | -2% | -18%[59 µM] | 31% | 2% | -8% | -4% | O=C(OCc1cc2ccccc2[nH]c1=O)c1ccncc1 | -1
3 | -13% | 3% | -14% | 0%[59 µM] | 32% | -4% | -9% | -6% | CCCN1CN=C(NS(=O)(=O)c2ccc(NC(C)=O)cc2)NC1 | 3
4 | -3%[57.1 µM] | -3% | · | -12%[59 µM] | 34% | -3% | -3% | 1% | CCCCOc1cc(CC2CNC(=O)N2)ccc1OC (centres undefined) | 2&-5
5 | -16% | -2% | 9% | -10%[59 µM] | 14% | 5% | -9% | -5% | COc1ccc(CCN(Cc2ccc(C(C)C)cc2)S(=O)(=O)c2ccc(S(=O)(=O)N(C)C)cc2)cc1OC | -2
6 | 3% | 1% | -37% | 6% | -4% | 4% | 1% | -13% | COc1ccc(CNC(=O)CNC(c2ccccc2)c2ccccc2)cc1OC | 3
7 | -23% | 1% | 8% | ? | 56%[activator] | -7% | 0% | 8% | O=C(O)c1cc2cccc(S(=O)(=O)N3CCCCC3)c2cc1O | -4
8 | -16% | 26% | -3% | 11% | 58%[activator] | -10% | 14% | -18% | Cc1cccn2c(=O)c3cc(C(=O)NCC4CCCO4)c(=N)n(Cc4ccc(F)cc4)c3nc12 (centres undefined) | 3
9 | -3% | -2% | 4% | 12%[2.33 µM] | 25% | 19% | 7% | -10% | CCn1c(SCC(=O)Nc2ccc3c(c2)OCO3)nc2c1c(=O)n(C)c(=O)n2C | 4
10 | 0% | 4% | 3% | 2%[59 µM] | 45%[activator] | -3% | i | -6% | CC1CCCCN1S(=O)(=O)c1cc2c(=O)nc3ccccn3c2cc1Cl (centres undefined) | -2
11 | -10% | -2% | 2% | · | ? | 11% | 0% | -18% | Cc1ccc(CNC(=O)C(C)C2Sc3ccccc3NC2=O)cc1 (centres undefined) | -10
12 | -6% | 10% | 11% | -9%[12.7 µM] | 15% | 0% | 1% | 2% | CN(C)S(=O)(=O)c1ccc2oc(SCC(=O)c3c(N)n(C4CC4)c(=O)[nH]c3=O)nc2c1 | 0
13 | -21% | -1% | 17% | 11%[59 µM] | -14% | 4% | -11% | -25% | CCOC(=O)c1cc(CC)sc1NC(=O)c1ccc([N+](=O)[O-])c(N2CCOCC2)c1 | -2
14 | 0% | · | · | · | · | 13% | -7% | · | Cc1cc(C)c(NC(=O)CN2CCN(S(=O)(=O)c3ccc4c(c3)OCCO4)CC2)c(C)c1 | -1
15 | -13% | 2% | 4% | 8% | 23% | -2% | -10% | -18% | CCc1ccc(NC(=O)C2CCN(C(=O)N3CCOc4ccccc43)CC2)cc1 | 2

Profiles from above. Order of screens: POLH inh	Pin1 inh	BAZ2B block	G9a block	HP1b binding inh	GLS inhibitor	PGK inhibitor	JMJD2A Tudor inh	PI4K2A block
Record of `Cc1cc(C)c(NC(=O)CN2CCN(S(=O)(=O)c3ccc4c(c3)OCCO4)CC2)c(C)c1` = 0%	·	·	·	·	13%	-7%	·	-1
Record of `COc1ccc(CCN(Cc2ccc(C(C)C)cc2)S(=O)(=O)c2ccc(S(=O)(=O)N(C)C)cc2)cc1OC` = -16%	-2%	9%	-10%[59 µM]	14%	5%	-9%	-5%	-2
Record of `CCn1c(SCC(=O)Nc2ccc3c(c2)OCO3)nc2c1c(=O)n(C)c(=O)n2C` = -3%	-2%	4%	12%[2.33 µM]	25%	19%	7%	-10%	4

Entries above containing an aryl thioether with sulfur outside any ring (2):
cpd | POLH inh | Pin1 inh | BAZ2B block | G9a block | HP1b binding inh | GLS inhibitor | PGK inhibitor | JMJD2A Tudor inh | SMILES | PI4K2A block
9 | -3% | -2% | 4% | 12%[2.33 µM] | 25% | 19% | 7% | -10% | CCn1c(SCC(=O)Nc2ccc3c(c2)OCO3)nc2c1c(=O)n(C)c(=O)n2C | 4
12 | -6% | 10% | 11% | -9%[12.7 µM] | 15% | 0% | 1% | 2% | CN(C)S(=O)(=O)c1ccc2oc(SCC(=O)c3c(N)n(C4CC4)c(=O)[nH]c3=O)nc2c1 | 0

Later entries
cpd | POLH inh | Pin1 inh | BAZ2B block | G9a block | HP1b binding inh | GLS inhibitor | PGK inhibitor | JMJD2A Tudor inh | SMILES | PI4K2A block
16 | -19% | -6% | 13% | 31%[12.7 µM] | 84%[activator] | -11% | -7% | 31% | COc1ccc(Br)c(C(=O)OCC(=O)NC2CCCCCC2)c1 | -14
17 | 0% | -1% | 4% | · | 28% | -6% | i | -12% | CCOC(=O)C1CCCN(S(=O)(=O)c2cc(C(=O)OC)n(C)c2)C1 (centres undefined) | -2
18 | -10% | 3% | -2% | ? | 30% | -8% | i | -16% | N[C@@H](Cc1ccccc1)C(=O)N1CCC(C(=O)NCC(=O)Nc2ccc(F)cc2)CC1 | -2
19 | -14% | -2% | -16% | -6% | 66%[activator] | -8% | -1% | -6% | CCn1c(CNC(=O)c2ccccc2F)nnc1SCCOc1ccccc1 | 1
20 | -4% | 0% | -2% | 16%[59 µM] | 40%[activator] | 11% | -6% | -11% | O=C(c1cccc(Br)c1)N1CCN(C(=O)c2cccc(Br)c2)CC1 | -7
21 | -15% | 0% | 15% | ? | 21% | 12% | -2% | -25% | COC(=O)C1=C(NC(=O)COc2ccc3ccccc3c2)CCS1 | 2
22 | -17% | 6% | · | -7%[59 µM] | -6% | 12% | -3% | ? | O=C(Nc1ccccc1)N(Cc1c[nH]c2ccccc12)C1CCCCCC1 | 0
23 | -15% | -3% | 0% | 1% | 52%[activator] | 11% | -5% | -12% | NNC(=O)Cn1nnc(-c2ccc(C(F)(F)F)cc2)n1 | 0
24 | -18% | 0% | -12% | · | 14% | 1% | -6% | -18% | COc1cccc(CN2CCN(C(=O)Nc3ccc([N+](=O)[O-])cc3)CC2)c1 | 5
25 | 2% | 5% | 2% | 25%[12.7 µM] | 51%[activator] | 1% | 5% | -11% | C/C(=N/OC(=O)c1ccc(C)cc1)C(=O)c1ccc(Br)cc1 | -1
26 | 1% | -10% | -4% | -8%[59 µM] | 26% | 2% | -7% | -5% | CCCCN(C)C(=O)C1CCC(=O)N(c2cc(OC)c(OC)c(OC)c2)C1c1ccc(OC)cc1 (centres undefined) | 5
27 | 5% | 2% | 4% | -6% | 25% | 1% | 2% | -8% | O=C(NCc1ccccc1)C(c1cccnc1)N(C(=O)c1ccccn1)c1cccc(F)c1 (centres undefined) | 2
28 | -13% | -5% | -5% | 2% | 1% | 8% | 1% | -14% | Cc1ccc(S(=O)(=O)NCCC(=O)N2CCN(S(=O)(=O)c3cccc(F)c3)CC2)cc1C | -2
29 | -1% | -6% | ? | -3%[12.7 µM] | 23% | 2% | i | 22µM* | CCCCSc1nnc2c(n1)[nH]c1ccccc12 | -3
30 | -18% | 8% | -1% | 11%[59 µM] | -3% | 20% | -13% | -21% | O=[N+]([O-])c1ccc(O)c(/C=N/n2cnc3ccccc32)c1 | 6
31 | -11% | 5% | -4% | -13%[59 µM] | 4% | 1% | -1% | -12% | CCCOc1ccc(/C=N/NC(=O)C2CCCN2S(=O)(=O)c2ccc(Cl)cc2)cc1 (centres undefined) | 7
32 | -14% | 0% | -3% | -2%[59 µM] | 13% | 0% | 3% | -7% | CC(=O)CCN1CCOCC1 | -2
33 | -23% | -8% | 6% | 1% | 17%[57 µM] | -3% | -1% | 2% | CSc1ncc(Cl)c(C(=O)Nc2ccccc2Br)n1 | -4
34 | -21% | 6% | -29% | 40µM* | 76%[activator] | 1% | -6% | 26% | O=C(NCCC1=CCCCC1)Nc1ccc2nsnc2c1 | 1
35 | -18% | -9% | -17% | 1% | 26% | -10% | -9% | 4% | Cc1cccc(NC(=O)Cn2c(=O)oc3ccccc32)c1C | -2
36 | -17% | 2% | 9%[57.1 µM] | 11% | 31% | -4% | -7% | -2% | CC(=O)c1c(N2CCC(C(N)=O)CC2)nc(=S)n(-c2ccccc2)c1C | -3
37 | 2% | 0% | -14% | -9% | 5% | -8% | 10% | -12% | Nc1cc(=O)[nH]c(SCC(=O)Nc2ccc(S(=O)(=O)N3CCCCC3)cc2)n1 | -2
38 | -14% | -1% | 3% | 15% | 38%[activator] | -4% | -8% | ? | CCN(CC(O)Cn1c2ccccc2c2ccccc21)S(=O)(=O)c1ccc(F)cc1 (centres undefined) | 1
39 | -16% | 9% | ? | ? | 27% | -1% | -9% | 1% | COc1cccc2cc(C(=O)OC(C)C(=O)c3ccc(C)cc3)c(=O)oc12 (centres undefined) | -3
40 | -11% | -4% | · | · | -4% | -2% | -6% | -15% | CCc1ccc(Nc2ccc3nonc3c2[N+](=O)[O-])cc1 | -11
41 | -11% | 7% | 3% | 18%[59 µM] | 40%[activator] | -4% | i | -1% | CC(=O)c1ccc(N2CCN(C(=S)Nc3cccc(Cl)c3)CC2)cc1 | -7
42 | -5% | -3% | -6% | · | 4% | 3% | -5% | -23% | O=[N+]([O-])c1cccc(CN(CCO)Cc2ccccc2)c1 | 2
43 | -8% | 4% | 8% | -4%[2.33 µM] | 31% | -1% | -6% | -15% | Cc1ccc(S(=O)(=O)N2CCC(C(=O)Nc3ccc(C(C)C)cc3)CC2)cc1 | 1
44 | -5% | -3% | 12% | 1%[12.7 µM] | 26% | -2% | -1% | 7% | CC(N)C12CC3CC(C1)CC(C(C)N)(C3)C2 (centres undefined) | 0
45 | -14% | -3% | 9% | 6%[59 µM] | 23% | 2% | -9% | 10% | CC(C)(C)SCCNC(=O)Nc1ccccc1 | -6

Screening data as filed in PubChem.

Not all compounds are listed. The share of hits here may be higher or lower than overall.
